Source: PubChem (National Center for Advancing Translational Sciences (NCATS))
Tb PFK block: inhibitors of T. brucei phosphofructokinase; O15648; T. brucei PFK, ADP-Glo luminescence; Potency, µM (series often up to 57.5 µM), for inactives: at the top dose activity, negative = inhibition, most hits filed as inhibitors; hit rate 0.17% among 330,000; AID 485367;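 further: potency means the concentration at half of the fitted maximal effect; 0% = uninhibited 1x PFK enzyme wells and -100% = no-enzyme wells; nearly all actives have a fitted effect of over 60% in size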
Target sequence (O15648 whole entry, looked up): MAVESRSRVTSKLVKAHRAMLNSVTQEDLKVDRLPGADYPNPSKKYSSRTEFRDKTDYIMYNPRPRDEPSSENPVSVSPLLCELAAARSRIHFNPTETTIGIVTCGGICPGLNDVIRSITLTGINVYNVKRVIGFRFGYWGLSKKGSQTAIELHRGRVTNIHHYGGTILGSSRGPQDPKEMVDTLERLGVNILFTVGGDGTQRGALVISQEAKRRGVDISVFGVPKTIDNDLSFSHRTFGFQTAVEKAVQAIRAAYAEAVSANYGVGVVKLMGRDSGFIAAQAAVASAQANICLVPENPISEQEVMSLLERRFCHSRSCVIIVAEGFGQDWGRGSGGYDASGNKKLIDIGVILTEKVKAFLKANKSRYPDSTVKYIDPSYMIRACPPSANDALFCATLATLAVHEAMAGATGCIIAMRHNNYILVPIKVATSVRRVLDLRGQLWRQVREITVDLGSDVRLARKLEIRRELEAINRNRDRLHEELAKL
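PFK 1.25 nM, F6P 0.5 mM, ATP 0.1 mM, 0.1 M TEA pH 8.0, 5 mM MgCl2, 0.01% Tween20, 0.1% BSA; 45 min RT. ADP-Glo readout. qHTS titration up to 57 uM; curves fitted, compounds curve-classed.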
KCNH2 3.1 inh: blocks the human KCNH2 3.1 channel isoform; activity change, % (tested at about 1.8 µM); U2OS KCNH2 3.1, thallium flux FluxOr; stronger effect = lower value; hit rate 0.95% among 340,000;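 active means maximum activity change below -70%; inconclusive means maximum activity change from -70% to -50%; inactive means maximum activity change above -50%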;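 further: thallium influx rate constant from kinetic fluorescence after stimulation buffer; on the % scale 0 is the no-effect control and ±100 the full control effect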
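Thallium flux read-out: FluxOr dye with Red40 quencher in HBSS/HEPES, 45 min at RT. Rate constants from kinetic reads were normalized to positive and negative DMSO controls. Cells: U2OS virally expressing the 3.1 isoform.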
ELG1 genotox: genotoxicity induction in ELG1-luciferase HEK293T cells | HEK293T ELG1-luciferase reporter, luminescence, 16 h | Potency, µM (titrated, usually from 46 µM), inactives show at the top dose activity change, positive = activation, usual class: activators | hit rate 1.3% among 330,000 | AID 504466; further: potency means the concentration at half of the fitted maximal effect; % of control where 0% means no effect; nearly all actives have a fitted effect of over 60% in size
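After overnight (16 hr) compound treatment at 37 °C, ELG1-luciferase HEK293T cells were lysed with ONE-Glo; luminescence quantified 30 min later at room temperature.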
RORgamma inh: blocks mouse ROR gamma transcriptional activity; Drosophila S2 Gal4-RORgamma UAS-luciferase reporter, 20 h; Potency, µM (highest dose often 53.6 µM), for the others: top-dose activity change, negative = inhibition, most hits filed as inhibitors; hit rate 5.4% among 310,000; further: potency means the concentration at half of the fitted maximal effect; on the % scale 0 is the no-effect control and ±100 the full control effect; nearly all actives have a fitted effect of over 60% in size
Target sequence (P51450 whole entry, looked up, the tested form may be a part): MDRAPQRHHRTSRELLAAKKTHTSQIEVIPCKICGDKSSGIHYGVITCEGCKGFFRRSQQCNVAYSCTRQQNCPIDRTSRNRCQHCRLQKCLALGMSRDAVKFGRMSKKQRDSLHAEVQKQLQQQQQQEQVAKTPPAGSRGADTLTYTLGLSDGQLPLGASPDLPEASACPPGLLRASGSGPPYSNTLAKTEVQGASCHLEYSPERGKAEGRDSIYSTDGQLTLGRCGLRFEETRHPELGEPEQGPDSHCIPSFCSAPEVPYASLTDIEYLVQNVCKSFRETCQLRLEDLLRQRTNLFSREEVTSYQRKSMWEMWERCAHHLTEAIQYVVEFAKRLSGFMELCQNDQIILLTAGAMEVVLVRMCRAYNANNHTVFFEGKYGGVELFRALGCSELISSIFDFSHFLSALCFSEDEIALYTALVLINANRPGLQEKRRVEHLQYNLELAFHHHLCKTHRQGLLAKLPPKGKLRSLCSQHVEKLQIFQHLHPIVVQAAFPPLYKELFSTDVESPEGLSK
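In this cell-based reporter format, copper sulfate (700 uM final) drives Gal4–ROR gamma fusion expression from a metallothionein promoter in Drosophila Schneider cells; compounds preincubated 1 hr, reporter read after 20 hr at ambient temperature.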
FBPA coupling cs: counter-screen for Giardia aldolase inhibitors: coupling enzyme system. coupling enzyme system counterscreen, AmpLite Red fluorescence. activity change, negative = inhibition, % at 58.2 µM, hits read low. hit rate 0.67% among 290,000. AID 2472; in the data active means activity change below about -30%; further: on the % scale 0 is the no-effect control and ±100 the full control effect
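Final compound at 57.5 uM, incubated 10 min at RT with coupling enzyme reagent (glyceraldehyde-3-phosphate), then 20 min with substrate and AmpLite Red detection. Fluorescence read at 525/598 nm; tests interference with the coupling assay, not aldolase inhibition.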
Giardia kill: Giardia lamblia killing. activity change, % at 7.66 µM, hits read low. Giardia lamblia trophozoite viability. hit rate 0.15% among 340,000; in the data active means activity change below about -80%; inconclusive means between about -30% and that limit;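 further: parasites exposed to compound for two days anaerobically before the ATP read; on the % scale 0 is the no-effect control and ±100 the full control effect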
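Luminescence from cellular ATP indicates surviving trophozoites (100 cells/well) following 48 hrs anaerobic compound treatment at 37 deg C; signal develops 15-30 min at room temperature.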
Rab9 prom act: activators of Rab9 promoter; Huh7 Rab9 promoter-luciferase reporter, luminescence, 24 h; Potency, µM (top dose mostly 9.22 µM), without a hit: at the top dose activation, negative = inhibition, most hits filed as activators; hit rate 2.8% among 320,000; AID 485297; further: potency means the concentration at half of the fitted maximal effect; % of control where 0% means no effect; nearly all actives have a fitted effect of over 60% in size
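Steps: seed 1500 Huh7 Rab9-luc cells per well, rest 2 h at 37 °C; add compound in DMSO; incubate 24 h; add luciferase reagent, 10 min ambient; read luminescence.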
Gal4-VP16 FLuc: Gal4-VP16 reporter inhibition counter-screen; Drosophila S2 Gal4-VP16 UAS-luciferase, luminescence, 20 h; Potency, µM (series often up to 53.6 µM), inactives show at the highest dose activity, negative = inhibition, most hits filed as inhibitors; hit rate 3.5% among 310,000;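 further: Gal4-VP16 expression switched on by copper sulfate through the metallothionein promoter; potency means the concentration at half of the fitted maximal effect; on the % scale 0 is the no-effect control and ±100 the full control effect; nearly all actives have a fitted effect of over 50% in size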
FLuc counter: inhibits or activates purified firefly luciferase, miR-21 counter-screen | Potency, µM (series often up to 57.5 µM), without a hit: at the top dose activity change, negative = inhibition, hits mostly inhibitors | P08659 | hit rate 6.9% among 360,000 | purified FLuc, Km substrates, luminescence inhibition | AID 588342;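 further: potency means the concentration at half of the fitted maximal effect; plate controls were vehicle for no effect and reference inhibitor for full effect; nearly all actives have a fitted effect of over 55% in size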
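Biochemical qHTS of compounds, final roughly 60 µM downward over six points, against 10 nM purified firefly luciferase using Km concentrations of substrates (10 uM D-luciferin, 10 uM ATP) in Tris acetate pH 7.5 buffer; luminescence output.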
NPC1 prom act: activators of NPC1 promoter | Huh7 NPC1 promoter luciferase reporter, 24 h | Potency, µM (series often up to 9.22 µM), without a hit: at the top dose activation, usual class: activators | hit rate 2.4% among 320,000;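 further: potency means the concentration at half of the fitted maximal effect; % of control where 0% means no effect; nearly all actives have a fitted effect of over 60% in size; reporter is driven by a mutant NPC1 promoter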
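Luminescence read-out of NPC1 promoter-driven luciferase in stably transfected Huh7 cells; compounds delivered in DMSO and left 24 h at 37C, 5% CO2, qHTS titration format.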
uPA surface inh: cell surface uPA generation inhibition; cell surface uPA generation assay, qHTS; Potency, µM (titrated, usually from 38.3 µM), for the others: at the top dose activity change, negative = inhibition, actives largely listed as inhibitors; hit rate 0.31% among 330,000; active means well fitted inhibition curve with a large enough effect; inconclusive means small, poorly fitted or top-dose-only effect; inactive means no such curve, though single readings can be large or run the other way; tested in mouse RAW 264.7 cells; further: potency means the concentration at half of the fitted maximal effect; on the % scale 0 is the no-effect control and ±100 the full control effect; nearly all actives have a fitted effect of over 55% in size
The depositor's hits bear a star; ? = inconclusive; nt = not tested or not shown; & = joins results of further samples; [ ] = another dose, or the depositor's remark. Unless noted, the call rests on the fitted dose curve; in most records, active means well fitted curve in the direction sought with a large enough effect; inconclusive means small, poorly fitted or top-dose-only effect, or another doubt; inactive means no such curve, though single readings can be large; an effect the other way counts as inactive or inconclusive.

SMILES	Tb PFK block	KCNH2 3.1 inh	ELG1 genotox	RORgamma inh	FBPA coupling cs	Giardia kill	Rab9 prom act	Gal4-VP16 FLuc	FLuc counter	NPC1 prom act	uPA surface inh
COc1cc(/C=C/C(=O)OCC(=O)NC(=O)NC23CC4CC(CC(C4)C2)C3)ccc1OCC#N	0%	-17	-1%	?	-5	9	0%	-14%	4%	-1%	1%
Cc1ccc(/C=C2/C(=N)N3N=C(CC(=O)N4CCCC4)SC3=NC2=O)o1	1%	-5	8%	?	nt	13	0%	-16%	-8%	1%	3%
Nc1c(-c2ccccc2)sc2ccc3ccccc3[n+]12	-1%	-11	1%	-14%	nt	1	28%	-1%	-2%	26%	-16%
COCCN(CC(=O)Nc1cccc(C)c1C)C(=O)c1ccc2c(c1)OCO2	-3%	-11	2%	nt	nt	-11	-3%	nt	7%	-1%	2%
Oc1ccc(Nc2nc(N3CCCC3)c3ccccc3n2)cc1	1%	-87*	4%	-2%	5	52[activator]	-5%	?	-4%	-20%	-11%
CC(C)(C)c1csc(NC(=O)CSC2=NCCS2)n1	2%	5	-12%	17%	-1	-7	-3%	-22%	?	-2%	-1%
C=CCn1c(=NC(=O)c2ccco2)sc2cc(C(=O)OC)ccc21	3%	-2	9%	?	-2	-9	19%	-22%	?	16%	2%
Cc1ccc(-c2noc(CN(C)C(=O)c3ccc(Br)o3)n2)cc1	-3%	-3	3%	nt	nt	10	3%	nt	-2%	1%	-5%
CCNc1nc(NCC)nc(SCCOc2ccc(C)cc2)n1	-3%	-21	4%	?	-1	7	-11%	?	1%	-1%	-6%
NCCCCCNC(=O)/C=N\O	7%	2	-1%	-20%	3	16	-3%	-3%	2%	0%	-1%
CCOc1ccc(CCNC(=O)CN(C)S(=O)(=O)c2ccc3c(c2)CCC(=O)N3)cc1OCC	-2%	17	-3%	8%	1	-14	-3%	4%	1%	-2%	1%
Nc1ncnc2c1ncn2[C@@H]1O[C@H](CNCc2ccc(-n3cccn3)cc2)[C@@H](O)[C@H]1O	4%	-4	0%	nt	nt	-18	nt	nt	nt	nt	10%
O=C1COc2ccc(S(=O)(=O)CCC(=O)NC3CCCCC3)cc2N1	-3%	-14	0%	-2%	nt	21	-5%	-9%	2%	-4%	0%
O=C(O)c1cn(CCOc2ccccc2Cl)c2ccccc12	28%	0	2%	-31%	6	10	3%	?	?	-1%	1%
COc1ccccc1NC(=O)C(C)N1C(=O)C2CCCCC2C1=O (stereo unspecified)	3%	12	0%	nt	nt	7	-10%	nt	0%	-1%	-13%
COc1ccc(CC(=O)O/N=C(\N)Cc2cccc3ccccc23)cc1OC	1%	-17	-3%	7%	-2	18	-2%	-19%	-14%	2%	-5%
NS(=O)(=O)c1ccc(NC(=O)CSc2nnc(C3CC3)n2C2CC2)cc1	-6%	4	4%	nt	nt	8	2%	nt	nt	-1%	8%
COC(=O)COc1ccc(S(=O)(=O)Nc2ccc3c(c2)OCCO3)cc1Cl	-4%	-6	-3%	?	3	-8	3%	?	6%	-1%	nt
CN(C)c1cc(N/N=C\c2ccccc2)nc(N(C)C)n1	-5%	-11	-8%	-18%	-39*	-8	-10%	2%	?	10%	47%
O=C(NC(=S)N1CCN(c2ccc(Cl)cc2[N+](=O)[O-])CC1)c1ccco1	-4%	-27	-2%	0.28µM*	0	-20	1%	0.25µM*	2%	-3%	1%
CCS(=O)(=O)N1CCCC(C(=O)NCCCOC)C1 (stereo unspecified)	1%	22	-4%	3%	3	27	0%	5%	7%	0%	6%
CCOC(=O)c1cnn(-c2ccc([N+](=O)[O-])cc2)c1N	7%	-2	6%	24%	1	?	3%	-2%	-1%	5%	9%
COc1ccccc1CCc1nnc(CCC(=O)NCC(C)Oc2cccnc2)o1 (stereo unspecified)	-2%	-13	2%	-19%	-3	-5	3%	-5%	0%	-2%	-10%
COc1ccccc1NC(=S)NC(=O)CC(C)C	0%	-3	1%	2.2µM*	6	4	-1%	13µM*	15µM*	7%	4%
CC(C)n1cnc2c(Nc3ccc(F)c(Cl)c3)nc(NCCO)nc21	-1%	2	-1%	29%	-5	9	16%	3%	0%	17%	-16%
(further entries)
SMILES	Tb PFK block	KCNH2 3.1 inh	ELG1 genotox	RORgamma inh	FBPA coupling cs	Giardia kill	Rab9 prom act	Gal4-VP16 FLuc	FLuc counter	NPC1 prom act	uPA surface inh
Cn1c(SCC(=O)N/N=C/c2cccnc2)nnc1-c1ccccc1	-1%	1	1%	8%	4	1	-5%	-1%	-4%	-4%	0%
CCOc1ccc2[nH]c(=O)c(CN(Cc3ccco3)C(=O)c3cccc(F)c3)cc2c1	0%	17	-7%	-4%	3	8	-7%	-5%	3%	-2%	4%
Cc1ccc(C(C(=O)NCc2ccc(F)cc2)N(Cc2ccco2)C(=O)c2snc(C(N)=O)c2N)o1 (stereo unspecified)	0%	5	-7%	14%	-3	-15	-1%	-3%	0%	0%	5%
CN(C)/C(=N\S(=O)(=O)c1ccc(Br)cc1)c1ccccc1	1%	17	1%	-15%	4	-14	1%	1%	6%	-5%	-1%
Cc1ccccc1OCC(=O)Nc1ccccc1C(=O)N1CCCCC1	1%	12	-8%	10%	nt	-10	8%	29%	-3%	7%	0%
Clc1ccc(-c2nnc(C3CCCCC3)o2)cc1	3%	8	?	-1%	2	6	30%	2%	?	24%	2%
CC(=O)N1N=C(c2ccc(C(C)(C)C)cc2)OC1(C)C	9%	-1	-2%	?	-2	7	-1%	?	?	0%	-1%
C=CCN1c2ccccc2[C@]23C[C@@H](C(=O)OC)N(C(=O)NCCC)C2=NC(C(=O)OC)=C(C(=O)OC)[C@H]13	4%	?	0%	0%	2	-7	-7%	-2%	-1%	-6%	-3%
COc1ccccc1CN(Cc1ccco1)S(=O)(=O)c1ccc(-n2cnnn2)c(OC)c1	20%	2	-9%	?	2	11	1%	4%	0%	-3%	-8%
O=C(Cc1ccc2c(c1)OCCO2)N1CCN(S(=O)(=O)c2cccc(C(F)(F)F)c2)CC1	-1%	6	-1%	22%	-5	6	1%	0%	5%	-1%	-3%
O=C(Nc1ccccc1Br)c1ccc2nccnc2c1	-5%	0	0%	-2%	2	0	2µM*	-4%	6.7µM*	3.2µM*	-12%
S=C(NCCCc1ccccc1)Nc1ccccc1Cl	0%	-29	0%	?	5	6	2%	-86%	1%	-1%	1%
O=C(NCCc1c[nH]c2ccccc12)c1ccco1	-17%	25	5%	30%	1	22	4%	18%	-19%	0%	7%
C=CCOC(=O)C1=C(C)NC(SC)=C(C#N)C1c1cccs1 (stereo unspecified)	0%	17	-1%	-23%	nt	7	1%	-5%	0%	-20%	-11%
Cc1c(NC(=O)c2cc(-c3cccc(Cl)c3)on2)c(=O)n(-c2ccccc2)n1C	-1%	9	0%	-1%	11	9	3%	15%	0%&2%	-5%	3%
CCOc1ccc(CNCCc2ccc(S(N)(=O)=O)cc2)cc1	0%	?	-4%	6%	-1	9	0%	12%	-12%	-5%	-3%
CCN(CC)S(=O)(=O)c1cc(NC(=O)CSc2nnc(N)s2)ccc1C	-4%	-24	1%	nt	nt	-6	1%	nt	-19%	-1%	-11%
COc1ccccc1NS(=O)(=O)c1ccc(C(=O)NCc2ccc(S(N)(=O)=O)cc2)cc1	4%	28	-1%	nt	nt	-2	nt	nt	nt	nt	1%
O=C(C1CCC1)N1CCc2cc(S(=O)(=O)NCc3cccnc3)ccc21	0%	-17	-8%	?	2	10	-8%	?	0%	-4%	-1%
COc1ccc(CCNC(=O)CN(c2ccc(OC)cc2)S(C)(=O)=O)cc1	5%	-4	0%	16%	1	-7	-4%	2%	-2%	2%	1%
COc1ccc(S(=O)(=O)NCCC(=O)NC(C)c2ccccc2)cc1 (stereo unspecified)	-4%[0.46 µM]	6	0%	17%	0	3	-2%	2%	2%	3%	nt
O=C(CCCc1nc(-c2ccccc2)no1)Nc1cccnc1	-2%	4	-7%	-17%[10 µM]	-1	1	-4%	?	-2%	0%	2%
O=C(c1ccc([N+](=O)[O-])cc1)N1CCN(c2ncc(Br)cn2)CC1	-16%	-23	0%	21%	5	41[activator]	3%	-12%	-1%	1%	-5%
O=Cc1cccn1-c1ccccc1	2%	5	1%	-2%	-16	-16	-2%	5%	-2%	-3%	-5%
CCOC(=O)c1ccc(NS(=O)(=O)c2cccc3nsnc23)cc1	-6%	-15	1%	?	6	-10	-2%	-5%	5%	0%	-17%
O=C(O)COc1ccc2c(c1)OCCO2	1%	5	0%	2%	0	-3	1%	-10%	-13%	2%	-1%
CCOC(=O)c1cccc(NC(=O)CCn2nc(C)c(S(=O)(=O)N3CCCCC3)c2C)c1	-3%	-4	-2%	-1%	0	9	2%	-12%	0%&-4%	-3%	1%
CC(C)(C)NS(=O)(=O)c1ccc(NC(=O)NC2CCCCC2)cc1	-2%	-8	8%	32%	0	-22	-3%	-2%	-11%	-6%	nt
CCN(CC)S(=O)(=O)c1cccc(-c2nnc(SCC(N)=O)n2N)c1	-18%	8	2%	-3%	-2	-12	-1%	5%	1%	4%	3%
CCc1nnc(NC(=O)CN2CC(C)OC(C)C2)s1 (stereo unspecified)	1%	-9	1%	-20%	3	21	-1%	-2%	0%	-1%	12%
